PNC assembly inh = perinucleolar compartment assembly inhibition. PC3M PTB-GFP, PNC prevalence imaging, 16 h; stronger effect = lower value. activity change (PNC), negative = inhibition, % at 10 µM. 140,000 tested, 3.1% active;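 active = readout at or below -70, meaning at least 70% loss of cells showing the perinucleolar compartment, a nuclear body marking cancer cells; inconclusive = readout between -30 and a set limit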;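 also: plate controls were DMSO wells for no effect and camptothecin positive control wells for full effect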
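PC3M cells stably expressing PTB-GFP, 750–1000 cells/well, treated 16 h at 37 °C with compound (23 nl of library stock), in duplicate. After paraformaldehyde fixation and Hoechst stain, imaged at 20x; PNC prevalence scored by image analysis.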
15-hLO-2 inh = blocks human 15-lipoxygenase 2 activity; Potency, µM (series often up to 57.1 µM), for the others: at the highest dose activity change, negative = inhibition, usual class: inhibitors; 110,000 tested, 0.56% active; purified 15hLO-2, xylenol orange hydroperoxide absorbance; AID 881; also: potency is read from the fitted curve at half-maximal effect; nearly all actives have a fitted effect of over 60% in size; many of its hits are not listed in these tables
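Enzyme 50 nM, AA 45 uM, 25 mM Hepes pH 7.5 + 0.01% Triton X-100; cpd preinc 15 min RT, rxn 90 min RT; stop/detect with 200 uM XO + 300 uM Fe(II) in 50 mM H2SO4, 30 min; A573/A405.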
ALOX12 inhib = blocks human 12-lipoxygenase activity | P18054 | purified 12-hLO, xylenol orange hydroperoxide absorbance | Potency, µM (titrated, usually from 57.1 µM), without a hit: at the top dose activity change, negative = inhibition, hits mostly inhibitors | 150,000 tested, 0.12% active | AID 1452; also: potency is read from the fitted curve at half-maximal effect; nearly all actives have a fitted effect of over 55% in size; many of its hits are not listed in these tables
Target sequence (P18054 whole entry, looked up): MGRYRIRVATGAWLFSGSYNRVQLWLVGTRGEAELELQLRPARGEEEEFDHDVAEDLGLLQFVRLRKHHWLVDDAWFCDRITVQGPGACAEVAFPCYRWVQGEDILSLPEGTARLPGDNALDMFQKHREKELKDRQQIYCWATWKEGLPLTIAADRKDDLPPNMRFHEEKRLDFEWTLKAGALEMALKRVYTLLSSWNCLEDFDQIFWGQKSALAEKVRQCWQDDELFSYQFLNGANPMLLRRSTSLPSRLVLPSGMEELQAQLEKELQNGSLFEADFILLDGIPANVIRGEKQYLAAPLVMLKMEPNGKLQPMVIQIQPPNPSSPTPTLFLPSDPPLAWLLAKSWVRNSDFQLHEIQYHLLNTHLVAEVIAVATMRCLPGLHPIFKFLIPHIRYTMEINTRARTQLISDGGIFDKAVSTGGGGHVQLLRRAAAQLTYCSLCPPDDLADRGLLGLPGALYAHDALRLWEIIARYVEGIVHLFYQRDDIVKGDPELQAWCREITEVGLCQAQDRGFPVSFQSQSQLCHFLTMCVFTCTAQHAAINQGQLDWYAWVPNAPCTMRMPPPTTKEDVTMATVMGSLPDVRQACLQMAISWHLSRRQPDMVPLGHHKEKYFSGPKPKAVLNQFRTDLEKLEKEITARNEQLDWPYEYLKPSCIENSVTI
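Hydroperoxide output read as Fe(III)-xylenol orange absorbance, 573-to-405 nm ratio, after 30 min reaction with 40 uM arachidonic acid. Enzyme: 150 nM purified human 12hLO, 15 min compound preincubation; 25 mM Hepes pH 7.0, room temperature.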
IMPase inh = membrane-permeable compound that blocks inositol monophosphatase; P97697; CHO-M1 cells, IP1 accumulation, HTRF TR-FRET ratio; inhibition (IP1 accumulation), % at 46.1 µM; 120,000 tested, under 10 active; AID 901; active = well fitted curve in the direction sought with a large enough effect in the signal ratio, not every such curve was filed as active; inconclusive = small, poorly fitted or top-dose-only effect, or a change in a side signal; inactive = no such curve, though single readings can be large or run the other way; the % refers to the signal ratio;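 also: cells stimulated with carbachol in lithium chloride buffer; plate controls were DMSO basal wells for no effect and reference inhibitor wells for full effect; higher means more IMPase inhibition seen as more IP1 and lower FRET ratio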
Target sequence (P97697 whole entry, looked up): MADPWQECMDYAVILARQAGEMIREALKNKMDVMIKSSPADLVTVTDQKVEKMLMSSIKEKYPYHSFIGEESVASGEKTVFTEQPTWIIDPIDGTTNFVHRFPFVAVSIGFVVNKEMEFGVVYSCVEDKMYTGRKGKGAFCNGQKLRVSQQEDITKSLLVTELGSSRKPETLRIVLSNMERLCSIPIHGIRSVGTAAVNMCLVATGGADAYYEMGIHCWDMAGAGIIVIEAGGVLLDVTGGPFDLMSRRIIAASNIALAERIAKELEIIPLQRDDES
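The IP-One HTRF competitive assay in carbachol-stimulated CHO-M1 cells quantifies cellular IP1. Compounds spanned up to 46 uM final, and activity is expressed as AC50 from concentration-response fits of the ratio and donor data.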
Starred values were filed as active, the others as inactive; u = inconclusive; x = not tested or not shown; [ ] = dose if it differs, or a comment. Unless noted, calls follow the shape of the dose curve; as a rule, active = well fitted curve in the direction sought with a large enough effect; inconclusive = small, poorly fitted or top-dose-only effect, or another doubt; inactive = no such curve, though single readings can be large; an effect the other way counts as inactive or inconclusive. Unless noted, % is scaled to controls: 0 for no effect and ±100 for the full control effect.

SMILES	PNC assembly inh	15-hLO-2 inh	ALOX12 inhib	IMPase inh
Cc1c(NC(=S)NCc2ccc(F)cc2)cccc1[N+](=O)[O-]	u	x	-11%	-10
O=C(c1cccc(F)c1)N1CCC2(CC1)CCN(c1ncccn1)CC2	x	6%	2%	x
S=C(NCc1ccccn1)Nc1ccc(Cl)cc1	-17	-28%	-7%	1
Cc1cccc(/C(N)=N/OC(=O)c2ccco2)c1	15	0%	4%	-3
CC(C)NC(=O)c1ccccc1-c1ccccc1	18	3%	4%	-4
Cc1n[nH]c(C)c1CCC(=O)N/N=C/C=C/c1ccccc1	u	x	3%	1
CC(C)CNC(=O)c1cccc(C(=O)NCC(C)C)c1	34	4%	-2%	16
CCC(C)NC(=O)COC(=O)c1cc([N+](=O)[O-])ccc1Sc1nc(C)cs1 (stereo not given)	u	-8%	-10%	1
Cc1nc([N+](=O)[O-])nn1C12CC3CC(CC(Cl)(C3)C1)C2	-13	x	1%	2
CC(=O)c1cc(-c2ccccc2)n(CCC(=O)NC2CCCCCC2)c1C	u	x	2%	x
COc1ccccc1Oc1c(C)oc2c(CN3CCN(CCO)CC3)c(O)ccc2c1=O	26	2%	-2%	-13
Cc1ccccc1-n1c(-c2ccncc2)n[nH]c1=S	u	3%	0%	9
COC(=O)c1cc(=O)n(Cc2ccco2)c(=Nc2ccc(F)c(Cl)c2)s1	16	-7%	-2%	16
CCC(C)(C)n1nnnc1C(c1ccccc1F)N1CCC(C(N)=O)CC1 (stereo not given)	36	5%	-8%	6
COC(=O)Nc1ccc(OC)c(OC)c1	u	-2%	-14%	2
O=C(N1CCOCC1)N1CCC(NC(=O)C23CC4CC(CC(C4)C2)C3)CC1	u	x	-1%	-15
O=C(Nn1cnnc1)c1ccncc1	-20	-4%	-2%	-13
O=C(Nc1ccc2c(c1)CCC2)c1cnccn1	u	6%[2.29 µM]	-5%	0
CCOC(=O)c1nc(N)c(C(=O)OCC)[nH]1	u	-8%	-4%	-4
CC(=O)Oc1ccc2c(=O)c(Oc3ccccc3[N+](=O)[O-])coc2c1	u	x	2%	x

Overlap with the part before: 7 entries, followed by the next part.
SMILES	PNC assembly inh	15-hLO-2 inh	ALOX12 inhib	IMPase inh
CCC(C)(C)n1nnnc1C(c1ccccc1F)N1CCC(C(N)=O)CC1 (stereo not given)	36	5%	-8%	6
COC(=O)Nc1ccc(OC)c(OC)c1	u	-2%	-14%	2
O=C(N1CCOCC1)N1CCC(NC(=O)C23CC4CC(CC(C4)C2)C3)CC1	u	x	-1%	-15
O=C(Nn1cnnc1)c1ccncc1	-20	-4%	-2%	-13
O=C(Nc1ccc2c(c1)CCC2)c1cnccn1	u	6%[2.29 µM]	-5%	0
CCOC(=O)c1nc(N)c(C(=O)OCC)[nH]1	u	-8%	-4%	-4
CC(=O)Oc1ccc2c(=O)c(Oc3ccccc3[N+](=O)[O-])coc2c1	u	x	2%	x
Cc1ccc(-n2c3c(c(O)c(-c4ccccc4)c2=O)C(=O)CC(C)(C)C3)cc1	30	x	5%	x
Cc1ccc(S(=O)(=O)N(C)CCCC(=O)Nc2ccc(C)cc2C)cc1	3	x	-5%	x
CCOC(=O)N1CCN(CC(=O)Nc2cc3c(cc2C(C)=O)OCO3)CC1	1	0%	4%	0
CCOC(=O)c1c(NC(=S)Nc2ccccc2)sc2c1CC(C)(C)SC2	26	x	-5%	-13
O=C(CSc1nnc(-c2ccco2)n1-c1ccccc1)N1CCOCC1	u	-7%	2%	-6
CCCCCC(=O)Nc1ccc(C(=O)N/N=C/c2ccc([N+](=O)[O-])cc2)cc1	26	x	-1%	-1
Cc1ccc(/C=N/NC(=O)c2nn(C)cc2Cl)cc1	-16	x	4%	x
O=C(NCc1ccc2c(c1)OCO2)c1ccc(=O)[nH]c1	-17	-1%	1%	1
O=C(O)Cn1nc(-c2ccccc2)c2ccccc2c1=O	34	-1%	-9%	-1
Cc1cc(C)n(C/C=C/Cn2nc(C)cc2C)n1	-12	-5%	-1%	u
O=C(NCCCc1ccccc1)c1ccc(Br)o1	9	12%	1%	4
O=S(=O)(c1ccc2ccccc2c1)N1CCN(C(=S)Nc2ccc(F)cc2)CC1	27	x	u	x
COc1ccccc1NC(=O)CSc1nnnn1Cc1ccccc1	u	-1%	-5%	4
N#CC1=C(N)S[C@@H](C(=O)c2ccc(F)cc2)[C@@H]1c1cccs1	-25	x	-26%	-1
Cc1cc(C(=O)NCc2ccccc2Br)no1	2	-2%	5%	11
O=C(c1ccccc1)N1CCN(CC(O)COCC2CC=CCC2)CC1 (stereo not given)	-4	6%	-6%	4
CCN1C(=S)SC(=O)C1=C1C=C(C)N(CCOC)C(C)=C1	-1	u	-8%	12
COc1cccc(N(CC(=O)N/N=C(\C)c2cccs2)S(C)(=O)=O)c1	-23	x	-6%	x
Cc1cc(C)n(CC(O)CN(c2ccccc2)S(=O)(=O)c2ccc3ccccc3c2)n1 (stereo not given)	36	x	1%	x
COc1ccccc1N1C(=O)C2CC=CC(C)C2C1=O (stereo not given)	u	1%	-24%	-3

3 entries already listed, sorted by the number in PNC assembly inh, high to low.
SMILES	PNC assembly inh	15-hLO-2 inh	ALOX12 inhib	IMPase inh
Cc1cc(C(=O)NCc2ccccc2Br)no1	2	-2%	5%	11
CCN1C(=S)SC(=O)C1=C1C=C(C)N(CCOC)C(C)=C1	-1	u	-8%	12
COc1cccc(N(CC(=O)N/N=C(\C)c2cccs2)S(C)(=O)=O)c1	-23	x	-6%	x

The list continues:
SMILES	PNC assembly inh	15-hLO-2 inh	ALOX12 inhib	IMPase inh
CSC(=O)CC(=O)NC(=O)c1ccccc1	-3	-4%	0%	-6
O=C(Nc1c(C(=O)N2CCOCC2)cnn1-c1ccccc1)c1ccccc1	u	1%	-1%	0
Cc1nc(-c2cccc(-c3noc(C)n3)c2)no1	9	-3%	-1%	5
CS(=O)(=O)N1CCC2(CCCN(C(=O)Nc3cccc(C#N)c3)C2)CC1	x	2%	2%	x
CC(=O)NN1C(=O)/C(=C\c2ccc(Br)o2)SC1=S	26	x	0%	x
O=C(COC(=O)C1(c2ccc(F)cc2)CCCC1)N1CCOCC1	6	2%	-2%	-1
CCCCn1c(CNC(=O)c2cccs2)nc2ccccc21	u	x	9%	-4
Nc1ccc[n+](Cc2ccccn2)c1	42	-2%	2%	6
Cc1ccc(CN2CCN(CC(=O)N=Nc3c(O)[nH]c4ccccc34)CC2)cc1	u	x	1%	2
COCCNC(=O)c1ccccc1NC(=O)c1ccc(Cl)c(S(=O)(=O)Nc2ccc(C)cc2C)c1	-14	0%	-1%	9
O=C(CN(c1ccccc1)S(=O)(=O)c1ccccc1)NCCSCc1ccco1	6	-7%	-7%	-4
COC(=O)c1cc2ccsc2n1CC(=O)NCC1CCCO1 (stereo not given)	87	-6%	0%	7
Cc1ccc(O)c(C(=O)c2cc(C#N)c(=O)n(-c3c(C)n(C)n(-c4ccccc4)c3=O)c2)c1	-15	-5%	-1%	0
Cn1nc(C(=O)OCCN2C(=O)c3ccccc3C2=O)c2ccccc2c1=O	28	-5%	-7%	-1
CCc1nnc(NC(=O)C2CCCN2C(=O)Nc2ccccc2OC)s1 (stereo not given)	-13	-7%	9%	-2
COc1ccc(C(=O)COC(=O)C(C(C)C)N2C(=O)C3C4C=CC(C4)C3C2=O)cc1 (stereo not given)	20	-9%	-7%	4
COC(=O)[C@H](CCSC)NC(=O)NCc1cccs1	9	1%	-3%	4
O=C(CNC(=O)c1cccc(OC(F)F)c1)OCc1cc(=O)n2cc(Br)ccc2n1	-20	x	-7%	-5
Cc1nc(N)[nH]c(=O)c1CCC(=O)OCC(C)C	u	x	-3%	-2
COCCn1c(=NC(=O)CSCC(=O)Nc2cc(C)on2)sc2cc(C(=O)OC)ccc21	-113*	x	2%	x
CC(=O)c1cccc(NC(=O)c2cc3ccccn3n2)c1	32	-2%	-2%	-4
CCCN1Cc2cccc(C(N)=O)c2C1=O	26	-10%	-2%	1
O=C(NCc1ccccn1)c1cn(CCc2ccccc2)nn1	43	8%	0%	-10
CSc1nc2sc3c(c2c(=O)[nH]1)CCc1ccccc1-3	18	x	1%	2
N[C@@H]1CONC1=O	x	5%[25.6 µM]	3%[25.6 µM]	0[20.6 µM]
S=c1[nH]nc(-c2ccco2)n1/N=C/c1ccc(Cl)cc1Cl	-1	-11%	2%	-1
CCCC(=O)C1=C(O)C(C(=O)OC)C(C)(C)CC1=Nc1ccncc1 (stereo not given)	u	1%	-6%	-12
O=C(NCc1ccc(C(F)(F)F)cc1)C1CC(c2c(Cl)cccc2Cl)=NO1 (stereo not given)	u	-12%	-9%	-3
CC(C(=O)Nc1ccccc1C(=O)N1CCOCC1)N(c1ccccc1)S(C)(=O)=O (stereo not given)	u	x	0%	x
Cc1nc2ccc(NC(=O)c3ccc(Cl)c([N+](=O)[O-])c3)cc2s1	-17	x	1%	-1

Looked up above:
PNC assembly inh result of `CCCN1Cc2cccc(C(N)=O)c2C1=O` is entered as 26
PNC assembly inh result of `CC(=O)c1cccc(NC(=O)c2cc3ccccn3n2)c1` is entered as 32
PNC assembly inh result of `O=C(NCc1ccccn1)c1cn(CCc2ccccc2)nn1` is entered as 43
ALOX12 inhib result of `S=c1[nH]nc(-c2ccco2)n1/N=C/c1ccc(Cl)cc1Cl` is entered as 2%
ALOX12 inhib result of `CC(C(=O)Nc1ccccc1C(=O)N1CCOCC1)N(c1ccccc1)S(C)(=O)=O` (stereo not given) is entered as 0%
IMPase inh result of `CCCC(=O)C1=C(O)C(C(=O)OC)C(C)(C)CC1=Nc1ccncc1` (stereo not given) is entered as -12

Printed as active in PNC assembly inh, among the entries above:
SMILES	PNC assembly inh	15-hLO-2 inh	ALOX12 inhib	IMPase inh
COCCn1c(=NC(=O)CSCC(=O)Nc2cc(C)on2)sc2cc(C(=O)OC)ccc21	-113*	x	2%	x

Next compounds follow:
SMILES	PNC assembly inh	15-hLO-2 inh	ALOX12 inhib	IMPase inh
COc1ccc(S(=O)(=O)NNC(=O)c2csc(-n3nc(C)cc3C(F)(F)F)n2)cc1	u	-20%	-6%	6
COC(=O)c1c(NC(=O)CN2CCN(c3ccccc3OC)CC2)c2c(C)cccc2n1C	29	2%	4%	5
CC1=C(C(=O)OCc2ccc3c(c2)OCO3)C(c2ccccc2)NC(=O)N1 (stereo not given)	6	7%	-3%	14
Cn1cc([N+](=O)[O-])c(C(=O)N/N=C/c2ccccc2)n1	u	-2%	-5%	8
O=C(CCn1c(=O)c2sccc2n(Cc2cc(=O)n3ccccc3n2)c1=O)NCc1ccco1	3	4%	-5%	-22
C=CCNC(=S)NCC1COc2ccccc2O1 (stereo not given)	61	x	-6%	x
CN1C(=O)CSC1=NC12CC3CC(CC(C3)C1)C2	-16	1%	8%	-1
NC(=O)C1CCN(c2nc(-c3ccccc3)nc3c2oc2ccccc23)CC1	-18	-9%	-3%	u
Cn1c(SC/C=C/c2ccccc2)nnc1-c1cnccn1	-7	3%	1%	1
COc1ccccc1-n1nnnc1SCC(=O)Nc1ccccn1	19	6%	2%	3

High-throughput results as filed in PubChem.

Some of the compounds tested. The share of hits here may be higher or lower than overall.
